# From PubChem
# AMA1 RON2 block = qHTS for Inhibitors of AMA1-RON; Towards Development of Antimalarial Drug Lead: Primary Screen; Plasmodium falciparum AMA1 (3D7) - RON2 peptide interaction; AlphaScreen AMA1-biotinylated RON2 peptide binding; Potency, µM (doses to about 58.2 µM), for the others: at the highest dose activity change, negative = inhibition, most hits filed as inhibitors; hit rate 0.2% among 360,000;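 also: potency is read from the fitted curve at half-maximal effect; 0% = vehicle wells and -100% = peptide control; nearly all actives have a fitted effect of over 45% in size; some results filed as inactive show a strong effect at the top dose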
#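 AMA1 (3D7) with his tag at 25 nM final met compounds first, then biotinylated RON2 peptide at 25 nM; detection used donor plus acceptor beads, 10 µg/mL apiece, read by AlphaScreen after 30 min at room temperature.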
# AmpC detergent = qHTS Inhibitors of AmpC Beta-Lactamase (assay with detergent); hit rate 0.041% among 370,000; P00811; AmpC hydrolysis of nitrocefin, absorbance 480 nm, 0.01% Triton; Potency, µM (doses to about 114 µM), for inactives: at the highest dose activity change, negative = inhibition, usual class: inhibitors; AID 485294, 2010;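 also: potency is read from the fitted curve at half-maximal effect; 0% = no-compound wells and -100% = no-enzyme wells; nearly all actives have a fitted effect of over 25% in size; some results filed as inactive show a strong effect at the top dose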
# Target sequence (P00811 whole entry, looked up): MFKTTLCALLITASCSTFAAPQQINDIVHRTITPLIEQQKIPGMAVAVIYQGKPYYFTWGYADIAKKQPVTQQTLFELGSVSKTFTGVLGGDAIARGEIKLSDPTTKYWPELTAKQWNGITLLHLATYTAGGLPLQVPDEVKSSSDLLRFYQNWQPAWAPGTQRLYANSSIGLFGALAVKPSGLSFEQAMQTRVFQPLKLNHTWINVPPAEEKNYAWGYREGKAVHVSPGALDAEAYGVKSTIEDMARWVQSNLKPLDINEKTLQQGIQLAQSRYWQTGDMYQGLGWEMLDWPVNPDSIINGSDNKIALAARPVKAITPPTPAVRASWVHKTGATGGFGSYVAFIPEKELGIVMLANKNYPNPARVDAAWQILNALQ
#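 AmpC (5.3 nM in the dispensed reagent) in 20 mM phosphate pH 7.0 with 0.01% (detergent screen) or 0.0001% Triton X-100 was preincubated with compounds for 15 min at room temperature. Nitrocefin was then added from an 800 uM solution, and hydrolysis was followed at 480 nm.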
# AmpC no deterg = qHTS Inhibitors of AmpC Beta-Lactamase (assay without detergent). AmpC nitrocefin hydrolysis, absorbance 480 nm, 0.0001% Triton. Potency, µM (titrated, usually from 57.1 µM), inactives show at the highest dose activity change, negative = inhibition, actives largely listed as inhibitors. hit rate 0.52% among 330,000. AID 485341, 2010;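 also: potency is read from the fitted curve at half-maximal effect; plate controls were no compound for no effect and no enzyme for full effect; nearly all actives have a fitted effect of over 20% in size; some results filed as inactive show a strong effect at the top dose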
#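 AmpC (5.3 nM in the dispensed reagent) in 20 mM phosphate pH 7.0 with 0.01% (detergent screen) or 0.0001% Triton X-100 was preincubated with compounds for 15 min at room temperature. Nitrocefin was then added from an 800 uM solution, and hydrolysis was followed at 480 nm.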
# HCMV inh = qHTS Assay for inhibitors of the human cytomegalovirus (HCMV); HFF cells, HCMV-luciferase reporter, 72 h; stronger effect = lower value; hit rate 4.5% among 410,000; activity change, negative = inhibition, % at 57.5 µM; in the data active = activity change below about -60%; inconclusive = no clear call, values can overlap the other calls; inactive = above about -39%
#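 Two-dose cell screen: HFF monolayers treated with compounds and infected with luciferase-expressing HCMV at 1 PFU/cell, 72 h at 37C, then lysed for luciferase measurement.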
# Tb PYK inh = qHTS of Trypanosoma Brucei Inhibitors. pyruvate kinase (Trypanosoma brucei), Q57TT1. TbPYK enzyme, Kinase-Glo Plus ATP luminescence, 45 min. Potency, µM (titrated, usually from 76.8 µM), without a hit: top-dose activity, negative = inhibition, actives largely listed as inhibitors. hit rate 0.12% among 410,000; also: potency is read from the fitted curve at half-maximal effect; nearly all actives have a fitted effect of over 50% in size
#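 Enzyme and substrate buffer are dispensed first and compound is pin-transferred. ADP at 130 uM final then starts the reaction, which runs 45 min at room temperature. Detection reagent is added for 10 min before luminescence is imaged.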
# Sm TGR block = qHTS Assay for the Inhibitors of Schistosoma Mansoni Peroxiredoxins | hit rate 3% among 360,000 | purified TGR, DTNB reduction, TNB absorbance 405 nm | Potency, µM (series often up to 114 µM), for inactives: top-dose activity change, negative = inhibition, most hits filed as inhibitors | Schistosoma mansoni thioredoxin glutathione reductase (TGR), Q962Y6; also: potency is read from the fitted curve at half-maximal effect; nearly all actives have a fitted effect of over 60% in size
#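 TGR 20 nM + NADPH 100 uM (dispensed conc.), cpd preinc 15 min RT; start with NADPH (500 uM addition) then DTNB (15 mM addition). Kinetic TNB absorbance, 405 nm filter. Four-parameter Hill fit across titration.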
# LmPK inh = qHTS Assay for Inhibitors of Leishmania Mexicana Pyruvate Kinase (LmPK). Q27686. purified LmPK, Kinase-Glo ATP luminescence, 1 h. Potency, µM (titrated, usually from 57.5 µM), for the others: at the highest dose activity change, negative = inhibition, usual class: inhibitors. hit rate 0.37% among 290,000; also: potency is read from the fitted curve at half-maximal effect
# Target sequence (Q27686 whole entry, looked up): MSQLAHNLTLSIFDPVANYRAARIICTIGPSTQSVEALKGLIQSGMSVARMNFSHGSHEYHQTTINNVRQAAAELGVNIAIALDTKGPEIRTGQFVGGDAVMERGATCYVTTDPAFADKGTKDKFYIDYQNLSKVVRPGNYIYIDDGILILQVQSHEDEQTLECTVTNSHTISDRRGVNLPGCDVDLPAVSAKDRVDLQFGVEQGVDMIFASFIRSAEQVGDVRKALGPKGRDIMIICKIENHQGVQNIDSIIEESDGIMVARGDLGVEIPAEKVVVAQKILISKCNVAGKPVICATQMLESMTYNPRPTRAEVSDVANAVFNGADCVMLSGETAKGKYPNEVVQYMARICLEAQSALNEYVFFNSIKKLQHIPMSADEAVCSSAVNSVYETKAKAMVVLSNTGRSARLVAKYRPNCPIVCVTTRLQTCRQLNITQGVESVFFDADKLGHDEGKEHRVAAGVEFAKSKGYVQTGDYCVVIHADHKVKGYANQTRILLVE
#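 Purified LmPK (0.1 nM) with 0.5 mM PEP and 0.1 mM ADP in imidazole buffer pH 7.2 with MgCl2/KCl, 1 h at room temperature. ATP formed was read by luciferase luminescence and normalized to no-enzyme and uninhibited controls.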
# The depositor's hits bear a star; ? = inconclusive; nt = no result given; [ ] = dose if it differs, or a comment. Unless noted, calls follow the shape of the dose curve; as a rule, active = well fitted curve in the direction sought with a large enough effect; inconclusive = small, poorly fitted or top-dose-only effect, or another doubt; inactive = no such curve, though single readings can be large; an effect the other way counts as inactive or inconclusive. Unless noted, % is scaled to controls: 0 for no effect and ±100 for the full control effect.
1	C1CCC(OCCN2CCN(CCOC3CCCCC3)CC2)CC1
2	CCOC(=O)Nc1ccc2c3c(cccc13)-c1ccccc1-2
3	COC(=O)c1c(NC(=O)CC2SC(N)=NC2=O)sc2c1CCC(C)C2 (stereo not given)
4	O=C(O)c1ccc(NCc2nc3cc4ccccc4cc3[nH]2)cc1
5	Cc1cc(NC(=O)CCC2CCCC2)no1
6	CC(NC(=O)c1ccccc1)C(=O)OCC(=O)c1ccc(Br)cc1 (stereo not given)
7	Cc1ccc(OCC(O)CN2CCN(CCO)CC2)c(C)c1 (stereo not given)
8	CC(C)(C)NC(=O)N1CCC(C(=O)O)CC1
Screen / compound no.	1	2	3	4	5	6	7	8
AMA1 RON2 block	1%	84%[activator]	4%	15%	0%	-3%	-2%	nt
AmpC detergent	-4%	nt	?	nt	?	-7%	?	6%
AmpC no deterg	7%	nt	-3%	nt	-12%	-25%	-11%	nt
HCMV inh	39	-8	-34	-13	-22	-35	6	10
Tb PYK inh	1%	1%	-4%	0%	1%	-2%	3%	12%
Sm TGR block	-16%	nt	?	nt	6%	14%	6%	13%
LmPK inh	-3%	nt	3%	nt	0%	-2%	-8%	nt

9	COc1ccc(OC)c(/C=C/C(=O)OCC(=O)NC2CCCCCCC2)c1
10	S=C(NCc1cccnc1)Nc1ccc2c(c1)OCO2
11	O=S(=O)(Nc1ncccn1)c1ccc(NC(=S)Nc2ccccc2)cc1
12	CCc1ccc(NC(=O)CC2C(=O)N(c3ccc(C)cc3)C(=O)N2C2CC2)cc1 (stereo not given)
13	C[C@@H]1CN([C@@H](C)CO)C(=O)CCCn2cc(nn2)CO[C@H]1CN(C)S(=O)(=O)c1cccs1
14	O=C(O)c1ccc(NS(=O)(=O)/C=C/c2ccccc2)cc1O
15	Cc1ccc(NC(=O)Cn2c(=O)c3cc(Cl)ccc3n3nncc23)cc1
16	O=C(CCN1C(=O)CSC1=O)Nc1ccc(Br)cc1
Screen / compound no.	9	10	11	12	13	14	15	16
AMA1 RON2 block	44%[activator]	7%	5%	1%	-8%	-6%	nt	-4%
AmpC detergent	-17%	?	4%	-4%	nt	-13%	-1%	0%
AmpC no deterg	-15%	-9%	-10%	38%	nt	-4%	nt	-14%
HCMV inh	-28	126	5	-28	-26	15	8	-6
Tb PYK inh	0%	-6%	-8%	5%	3%	0%	1%	5%
Sm TGR block	-5%	?	?	-6%	nt	0%	-1%	-23%
LmPK inh	nt	5%	-1%	1%	nt	8%	nt	6%

17	NC(=O)c1ccsc1NC(=O)COC(=O)CNC(=O)c1cccc([N+](=O)[O-])c1
18	Nc1ccc(S(=O)(=O)c2ccc(Cl)cc2)cc1
19	Cc1c(C(=O)OC2CCCCC2)[nH]c2c1C(=O)CC(c1ccccc1)C2 (stereo not given)
20	CCC(=O)Nc1cccc(NC(=O)CSc2nnc(C(C)C)n2CC)c1
21	O=C(c1cc2ccccn2n1)N1CCCC1
22	COc1ccc2[nH]c(=O)c(CN(C(C)=O)c3ccc(C)cc3C)cc2c1
23	CC(C)(C)C(=O)Nc1cccc(-c2ncon2)c1
24	CCCCC(=O)Nc1ccc(N2CCN(C(=O)c3ccco3)CC2)cc1
Screen / compound no.	17	18	19	20	21	22	23	24
AMA1 RON2 block	57%[activator]	-2%	nt	7%	nt	-5%	-14%	-27%
AmpC detergent	-6%	-8%	15%	?	?	-17%	-10%	5%
AmpC no deterg	-26%	-12%	nt	-9%	-11%	3%	-2%	-20%
HCMV inh	?	-27	-8	-6	nt	-8	4	-22
Tb PYK inh	1%	7%	-2%	0%	nt	0%	0%	-1%
Sm TGR block	-3%	-9%	8%	-23%	-26%	1%	0%	?
LmPK inh	nt	2%	nt	-2%	-2%	0%	2%	-3%

25	Cc1ccc(-n2nc(C)c(C(C)(O)C(F)(F)F)c2N)cc1 (stereo not given)
26	NC(Cc1ccc(Cl)cc1)c1csc(Nc2ccc(-c3ccccc3)nn2)n1 (stereo not given)
27	COCc1cc(C)nc(SCc2ccc(Br)cc2)c1C#N
28	CC1(C)Cc2c(sc3nnn(Cc4ccccc4)c(=O)c23)CO1
29	O=C(CSCc1c(F)cccc1Cl)NCC1CCCO1 (stereo not given)
30	Cc1cccc(NNC(N)=S)c1C
31	O=C(O)COc1ccc(Cl)cc1CO
32	CN(C)C1=NC[C@H](Cc2ccccc2)N1CCCC1CCCCC1
Screen / compound no.	25	26	27	28	29	30	31	32
AMA1 RON2 block	-14%	82%[activator]	14%	-1%	-6%	74%[activator]	?	10%
AmpC detergent	-1%	nt	nt	6%	?	6%	?	?
AmpC no deterg	-21%	nt	nt	32%	-1%	-21%	-4%	55%
HCMV inh	39	-26	?	-21	-9	0	nt	-3
Tb PYK inh	6%	6%	0%	4%	-9%	-6%	4%	1%
Sm TGR block	-12%	nt	nt	-2%	0%	?	2%	-14%
LmPK inh	3%	nt	nt	8%	0%	0%	-8%	nt

33	COc1ccc(Cc2cc(NCc3ccccc3)c3ncn(C(C)C)c3c2)cc1
34	COc1ccc(CC(=O)NCc2n[nH]c(=S)n2-c2ccccc2OC)cc1
35	O=C(CCc1ccccc1)Nc1ccc2c(c1)OCO2
36	CCOC(=O)C1=CC[C@H]2c3c(c4ccccc4n3C)C(=O)C1N2C
37	N#C/C(=C\c1cccnc1)c1ccccc1[N+](=O)[O-]
38	CC1NC(=O)c2cc3ccccc3cc2-n2c1nc1ccc(F)cc1c2=O (stereo not given)
39	Oc1ccccc1C1=Nc2nc3ccccc3n2C(c2ccccc2)C1 (stereo not given)
40	O=C(NCC(F)(F)F)c1ccc2sc([C@H]3C[C@H](O)[C@@H](CO)O3)nc2c1
Screen / compound no.	33	34	35	36	37	38	39	40
AMA1 RON2 block	?	27%	1%	-5%	10%	7%	-4%	9%
AmpC detergent	nt	-4%	4%	7%	-9%	nt	0%	nt
AmpC no deterg	0%	-18%	-21%	-1%	-4%	nt	-24%	nt
HCMV inh	-25	6	57	-2	?	10	68	2
Tb PYK inh	-1%	-36%	2%	0%	0%	2%	0%	-8%
Sm TGR block	nt	0%	7%	2%	-11%	nt	10µM*	nt
LmPK inh	nt	-3%[11.5 µM]	0%	nt	4%	nt	-6%	nt

41	CCc1ccc(NC(=O)CCn2c(=O)oc3ccccc32)cc1
42	CCc1ccc2oc(C(=O)Nc3cccnc3)c(C)c2c1
43	Cn1c(SCc2nc(-c3ccc(Br)cc3)no2)nnc1-c1ccco1
44	CN(C)CCNC(=O)c1cccc(-c2cnc3c(NC=O)cc(-c4cc(F)c(F)c(F)c4)cn23)c1
45	CSc1ccc(C(=O)C2CCCN(C(=O)Cc3nonc3C)C2)cc1 (stereo not given)
46	CSc1ncc(Cl)c(C(=O)N(Cc2ccc(C)cc2)C2CCS(=O)(=O)C2)n1 (stereo not given)
47	CCOC(=O)c1c(NC(=O)CN2C(=O)NC3(CCC(C)CC3)C2=O)sc(C(=O)N(C)C)c1C (stereo not given)
48	Cc1ccc(NC(=O)COc2coc(CN3CCc4ccccc43)cc2=O)cc1Cl
Screen / compound no.	41	42	43	44	45	46	47	48
AMA1 RON2 block	0%	0%	-11%	1%	5%	nt	35%[activator]	-10%
AmpC detergent	-2%	-1%	?	nt	5%	11%	-14%	-8%
AmpC no deterg	-6%	6%	8%	nt	32%	nt	6%	101%[activator]
HCMV inh	?	nt	-4	-76*	-4	6	5	-20
Tb PYK inh	-4%	-1%	8%	-4%	2%	-3%	1%	-3%
Sm TGR block	0%	-12%	-18%	nt	4%	3%	-2%	-2%
LmPK inh	-1%	7%	2%	nt	-5%	nt	nt	nt

# Pulled by compound from the list above:
44	CN(C)CCNC(=O)c1cccc(-c2cnc3c(NC=O)cc(-c4cc(F)c(F)c(F)c4)cn23)c1
48	Cc1ccc(NC(=O)COc2coc(CN3CCc4ccccc43)cc2=O)cc1Cl
42	CCc1ccc2oc(C(=O)Nc3cccnc3)c(C)c2c1
45	CSc1ccc(C(=O)C2CCCN(C(=O)Cc3nonc3C)C2)cc1 (stereo not given)
Screen / compound no.	44	48	42	45
AMA1 RON2 block	1%	-10%	0%	5%
AmpC detergent	nt	-8%	-1%	5%
AmpC no deterg	nt	101%[activator]	6%	32%
HCMV inh	-76*	-20	nt	-4
Tb PYK inh	-4%	-3%	-1%	2%
Sm TGR block	nt	-2%	-12%	4%
LmPK inh	nt	nt	7%	-5%

# The results go on.
49	O=C(O)c1cccc(-n2cccc2/C=C/[N+](=O)[O-])c1
50	CCn1nnnc1SCC(=O)Nc1ccc(OCc2ccccc2)cc1
51	CCOc1cc(/C=N\NC(=O)c2ccc(NC(=O)C(C)(C)C)cc2)ccc1OC(=O)c1cccc(C)c1
52	Cc1ccc(C(=O)N2CCC(C(=O)NCc3ccco3)CC2)cc1
53	Cc1nn(CC(=O)NCCCN2CCC(N3CCCCC3)CC2)c(=O)c2cc(-c3ccccc3)nn12
54	Cc1cc(NC(CC(C)C)C(=O)O)nc(Cc2ccccc2)n1 (stereo not given)
55	COC(=O)N/N=C/c1ccc(OC(=O)/C=C/c2ccco2)cc1
56	O=C1c2ccncc2C(=O)N1CO
57	Cc1ccc(C)c(CSc2nc3ccncc3n2CC(=O)Nc2ccc(N(C)C)cc2)c1
58	O=C(O)CCCC(=O)Nc1cccc(C(F)(F)F)c1
Screen / compound no.	49	50	51	52	53	54	55	56	57	58
AMA1 RON2 block	-28%	-11%	7%	-4%	4%	2%	?	-8%	nt	-10%
AmpC detergent	-3%	-5%	-5%	-6%	-4%	0%	-6%	-5%	16%	-3%
AmpC no deterg	-45%	-28%	-33%	0%	0%	-1%	-4%	7%	nt	-15%
HCMV inh	-34	56	-11	-25	?	36	-34	14	-21	28
Tb PYK inh	?	2%	2%	4%	0%	-10%	-3%	-15%	-12%	2%
Sm TGR block	4.5µM*	0%	11%	-12%	0%	3%	?	50µM*	2%	-16%
LmPK inh	20%	1%	0%	-8%	6%	-8%	6%	-6%	nt	8%
